NPYLR7 ag = activates Aedes aegypti NPYLR7 receptor; 0.15% of 270,000 active; AID 1259423; activation, % at 10 µM; HEK293T NPYLR7/Galpha15, GCaMP6s calcium fluorescence; in the data active = activation above about 40%;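 also: 0% = vehicle and 100% = reference agonist at the receptor; some compounds past the cut are filed as inactive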
hcGAS lum = inhibitors of human cGAS; 0.081% of 290,000 active; inhibition, % at 12.5 µM; Q8N884; recombinant h-cGAS, ATP depletion, Kinase-Glo luminescence;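 also: 0% = vehicle reaction and 100% = reaction without DNA for no activity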
Target sequence (Q8N884 whole entry, looked up): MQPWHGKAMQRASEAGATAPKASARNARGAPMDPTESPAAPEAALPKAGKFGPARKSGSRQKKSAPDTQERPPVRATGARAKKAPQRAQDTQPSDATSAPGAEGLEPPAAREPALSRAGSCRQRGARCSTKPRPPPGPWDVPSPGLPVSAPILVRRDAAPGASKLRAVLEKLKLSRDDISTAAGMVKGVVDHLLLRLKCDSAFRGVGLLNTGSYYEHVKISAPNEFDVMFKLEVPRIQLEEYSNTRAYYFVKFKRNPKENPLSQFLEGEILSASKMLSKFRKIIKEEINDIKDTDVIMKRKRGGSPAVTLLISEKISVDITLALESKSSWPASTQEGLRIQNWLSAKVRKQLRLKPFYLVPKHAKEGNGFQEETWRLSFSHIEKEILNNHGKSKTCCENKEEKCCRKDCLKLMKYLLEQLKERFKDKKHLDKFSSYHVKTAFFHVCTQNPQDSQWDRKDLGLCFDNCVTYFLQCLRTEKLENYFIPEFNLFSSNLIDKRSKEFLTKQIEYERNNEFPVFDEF
mcGAS lum = blocks mouse cGAS activity; recombinant cGAS, Kinase-Glo ATP depletion luminescence; Q8C6L5; 0.15% of 160,000 active; inhibition, % at 12.5 µM;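 also: 0% = negative control wells and 100% = reference inhibitor with no enzyme activity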
The depositor's hits bear a star; x = no result given; & = joins results of further samples. Rule as the data show it, unless noted: active = inhibition above about 40%; inactive = the rest.

SMILES	NPYLR7 ag	hcGAS lum	mcGAS lum
OCCC1CN(CC2CCCCC2)CCN1CCc1ccccc1 (configuration not stated)	2	-7	x
CN(C)NC(=O)C(NC(=O)c1ccc(N)cc1)C12CC3CC(CC(C3)C1)C2 (configuration not stated)	-1	-6	-4
Cc1ccc(NC(=O)C2CCCN2S(=O)(=O)c2c(C)noc2C)cc1C (configuration not stated)	-6	-4	x
O=C(CC1COCCN1)NCc1csc2c1CCCC2 (configuration not stated)	29	-1	-19
CCCn1cc(-c2nc(-c3cc(OC)cc(OC)c3)no2)c(=O)c2ccccc21	15	-3	-4
c1ccc(CCOC2CCNCC2)cc1	16	-11	x
COc1ccc(CCN2CC(C(=O)NCc3ccncc3C)CCC2=O)cc1 (configuration not stated)	19	-10	-13
Cc1cc(C)nc(Sc2nnc(C)c3ccccc23)n1	0	-3	-6
Cc1cc(N2CCCC2c2nc3ccccc3s2)n2ncnc2n1 (configuration not stated)	1	0	-3
Oc1ccc(N=Nc2nn[nH]n2)c(O)c1	0	31	x
CCOC(=O)N1CCC(=O)N(CC)C[C@H]2COc3ccccc3[C@H]21	0	9	-1
CC(C)c1cc(C(=O)N2C[C@@H]3[C@H](C2)[C@H]2CC[C@@H]3O2)cs1	20	-4	x
Cc1ccc(Cc2nc(CN(C)[C@@H](C)c3cccc4ccccc34)cs2)cc1	25	-6	-4
COc1ccc(CN2CCNC(=O)C2CC(=O)N2CCCCO2)cc1OC (configuration not stated)	-2	-6	x
O=c1cnc2cc(F)c(F)cc2n1CCn1cncn1	0	-4	x
C=CCn1c(SCc2cc(F)cc(F)c2)nnc1-c1ccc(F)cc1	-4	-1	-1
O=C(NCCCc1ccccn1)c1ccc(-c2cccc3ccnn23)nc1	-2	4	3
COc1cccc(CNC(=O)Cn2nc(-c3ccc(F)cc3)ccc2=O)c1	5	-3	x
COc1ccc(C(=O)NC2CC(C)(C)Cc3occc32)cc1 (configuration not stated)	3	9	x
O=[N+]([O-])c1cc(Cl)cc(C=NC23CC4CC(CC(C4)C2)C3)c1O	0	6	9
O=C1CCN(C(=S)NCc2cccs2)CC1	7	-3	x
Cc1onc(-c2ccccc2Cl)c1-c1nc(CC2CCN(C)CC2)no1	17	-5	-13
CN1CC(c2nc3ccccc3n2Cc2ccc(Cl)cc2Cl)CC1=O (configuration not stated)	-3	-3	x
O[C@@H]1CN(c2nc(-c3ccccc3)no2)CC[C@H]1c1ccc2c(c1)OCO2	11	-7	x
Cc1nn(C)c(Cl)c1S(=O)(=O)Nc1nc2c(C)ccc(C)c2s1	-1	-5	-15

(list continues)
SMILES	NPYLR7 ag	hcGAS lum	mcGAS lum
Cc1ccc(F)cc1C(=O)N1CCCC1(C)C(=O)O (configuration not stated)	1	-16	x
O=C1CCC2(CCCO2)CCN1CCCc1ccccc1 (configuration not stated)	7	-6	x
O=C(c1cc(-c2ccccc2F)nc2cc(-c3ccccc3)nn12)N1CCN(Cc2ccc3c(c2)OCO3)CC1	12	-5	-10
COc1ccc2c(C)cc(=S)[nH]c2c1	4	-7	x
Fc1ccc(-c2csc(C=Cc3ccsc3)n2)cc1	0	-12	x
Cc1ccccc1OCC(=O)N1CCN(c2ncnc3c2nnn3-c2cccc(F)c2)CC1	-7	-8	-10
CCS(=O)(=O)Oc1cccc(CN(Cc2ccco2)C(=O)c2cccc(OC)c2)c1	-5	-17	-7
COCOc1cccc(CN2CCC2(C)C(=O)Nc2cccc(Oc3ccccc3)c2)c1 (configuration not stated)	5	-13	x
Cc1csc(NC(=O)CN2CCN(Cc3nc(C(C)(C)C)cs3)CC2)n1	-16	3	-6
COc1cccc(NC(=O)CSc2nc(=O)n(CCCO)c3c2CCC3)c1	-8	-5	-6
O=C(O)c1nn(-c2ccc(C(F)(F)F)cc2)c(=O)n(Cc2ccccc2Cl)c1=O	-5	5	x
C#C[C@]1(O)CC[C@H]2[C@@H]3CCC4=Cc5oncc5C[C@]4(C)[C@H]3CC[C@@]21C	0&-2	-4&1	-4
CCN(CC)C(=O)c1cn(C2CCN(C(=O)c3cscn3)CC2)nn1	x	-7	-11
COc1cccc(OCc2ccccc2)c1C(=O)NCCc1ccccc1	-3	-3	-2
O=C1CC(c2ccc(Br)s2)c2cnn(C3CCCC3)c2N1 (configuration not stated)	1	6	x
CCCN(Cc1c(-c2ccc(F)cc2)noc1N(CC)CC)CC(O)COC (configuration not stated)	10	-5	-5
COc1ccc(N2C(=O)CC(N3CCC(C(=O)O)CC3)C2=O)cc1 (configuration not stated)	-4	-9	-6
CC(C)(C)C(=O)OCOC(=O)[C@@H]1N2C(=O)[C@@H](NC(=O)[C@H](N)c3ccccc3)[C@H]2SC1(C)C	17	-9	x
COc1ccc(CCN(C)C(=O)CCCCCNC(=O)OC(C)(C)C)cc1OC	-7	-6	-4
CCc1ccc2nc(-c3cnn(-c4ccccc4)c3)[nH]c(=O)c2c1	2	-5	-19
Cc1ccc2nc(CNC(=O)N3CCCC3CC(C)(C)C)cn2c1 (configuration not stated)	3	3	x
CC(C)CNC(=O)c1ccc(S(=O)(=O)N(C)C)cc1	7	-10	-4
COC(=O)c1ccccc1N/C=C(\C#N)c1nc2ccccc2s1	-5	-8	-9
COc1cc(C=NN2CCCCC2)cc(OC)c1O	21	-9	x
COc1ccc(NC(=S)NC2CC3CCC2C3)cn1 (configuration not stated)	13	-7	x

Next part.
SMILES	NPYLR7 ag	hcGAS lum	mcGAS lum
O=C(NCCS(=O)c1c(-c2ccc(F)cc2)[nH]c2ccccc12)C(=O)c1c[nH]c2ccccc12 (configuration not stated)	-3	-4	2
NC(=O)c1cccc(CC2CCN(C(=O)CCOc3ccccc3)C2)c1 (configuration not stated)	3	-8	x
Cc1ccc(C(=O)N2CCOC(COc3cccc(C(F)(F)F)c3)C2)c(Cl)n1 (configuration not stated)	4	-5	-7
Cc1c(C(=O)NCc2ccccc2)sc(=O)n1Cc1cccc(F)c1	11	-8	x
CSc1nnc(C)c(=O)n1COC(=O)c1cc([N+](=O)[O-])ccc1Cl	-1	-8	-6
COc1cc(CCC(=O)Nc2nc(-c3cc(C)sc3C)cs2)cc(OC)c1OC	3	-6	-6
COCCN(CCO)C(=O)Nc1ccc(N2CCCC2=O)c(F)c1	8	-6	x
CCN1C(=O)/C(=C/c2ccc(-c3ccc(Cl)cc3)o2)N(CC)C1=S	-4	-6	-6
COCCCN(Cc1ccc(OS(C)(=O)=O)cc1)C(=O)Nc1ccc(C(F)(F)F)cc1	-7	-13	-5
COCCN1CCN(C(=O)CC2C(=O)NCCN2Cc2cccs2)CC1 (configuration not stated)	1	-9	x
CC(C)(CN1CCCOC(Cn2cccn2)C1)N1CCCCC1 (configuration not stated)	x	-13	-6
CC(c1ccc(Cl)cc1Cl)N(C)C(=O)CCC1NC(=O)NC1=O (configuration not stated)	2	-6	x
Cc1ncc(CO)c2c1Oc1nc(-c3ccccc3)nc(SCC(=O)N3CCOCC3)c1C2	9	-10	-6
CC(C)C(NC(=O)/C=C/C(=O)N(C)C1CCCCC1)c1ccccc1 (configuration not stated)	0	-6	x
FC(F)Oc1ccc(Nc2ncnc3c2oc2ccccc23)cc1	5	-5	-9
Cc1cccc(Oc2cc(C(C)C)nc(SCc3cccc(C(F)(F)F)c3)n2)c1C	25	-6	-6
CC(=O)c1c(C)oc2ccc(NS(=O)(=O)c3cc(C)ccc3C)cc12	-6	-7	-7
Cc1nnsc1C(=O)NCc1cc(-c2ccc3c(c2)CC(C)O3)on1 (configuration not stated)	-2	-3	x
O=C(Nc1nccs1)C1CCCN(CC(F)F)C1 (configuration not stated)	1	-2	-11
COCC(=O)N1CCCN(Cc2cccn2-c2ccc(Cl)cn2)CC1	16	-4	x
O=C(NCCn1nc(-c2ccc(F)cc2)ccc1=O)NC1CCCCC1	1	-2	-1
CC(=O)OC1CCC2(C)C(=CCC3C2CCC2(C)C(C(=O)O)CCC32)C1 (configuration not stated)	-2	-7	-7
Cc1cc(Cl)cc(C)c1OCCOCCn1cnc2ccccc2c1=O	-7	-4	x
COCCCn1c(CN2CC[C@@H]3CCCC[C@H]3C2)cnc1S(=O)(=O)C1CCCC1	3	-6	x
Cc1cc(C)n(CC(C)Nc2nc(-c3ccncc3)nc3c2CNC3)n1 (configuration not stated)	17	-7	x

Remaining list, next part
SMILES	NPYLR7 ag	hcGAS lum	mcGAS lum
Cc1cc(C(=O)N(CC(N)=O)C2CCCC2)c(C)n1-c1ccccn1	1	-16	x
COc1ccc(/C=C2N=C(/C=C\c3cccc([N+](=O)[O-])c3)OC/2=O)cc1OC	8	6	5
CC(C)CCN1CN=C(NS(C)(=O)=O)NC1	0	-5	x
Cn1ccc2ccn(CC(=O)NCCc3ccc(Cl)cc3)c(=O)c21	9	-5	x
Cc1cc(C)cc(N2CCC(C(=O)NCC3(c4ccccc4)CC3)C2=O)c1 (configuration not stated)	1	-6	-16
Cc1ccoc1C(=O)NC1CCN(CC(=O)NCc2ccccc2F)CC1	12	-10	-15
COc1cc2c(cc1OC)C(c1cccc(C(F)(F)F)c1)N(C(=O)c1c(Cl)cc(Cl)cc1Cl)CC2 (configuration not stated)	10	-3	-1
O=C(CSc1nnc(CNC(=O)c2cc(Cl)ccc2Cl)n1-c1ccccc1)Nc1ccccc1C(F)(F)F	-7	-6	x
COc1ccc(S(=O)(=O)N2CCC3(CC2)SCCN3C(=O)c2cccc(OC)c2)cc1	-1	-3	-5
CCc1cccc(C)c1NC(=O)CN1CCS(=O)C(C)C1C (configuration not stated)	-21	0	x
Cc1cccc(C(=O)NCC(=O)N2CCN(c3cccc(C)c3C)CC2)c1	-1	2	x
COCc1nn2c3c(cnc2c1-c1ccc(OC)cc1)C(=O)CC(C)(C)C3	2	-8	-2
Cc1ccc(C(=C2C3C=CC2C2C(=O)NC(=O)C32)c2ccc(C)cc2)cc1 (configuration not stated)	-3	-10	x
COc1cc(CN2CCN(Cc3[nH]c4ccccc4c3C)CC2CCO)cc(OC)c1 (configuration not stated)	10	-11	x
Cn1cc(S(=O)(=O)NCc2ccc(Cl)cc2)c(=O)n(C)c1=O	-1	-1	-1
COc1ccc(-c2cc(=O)c3cc(C)ccc3o2)cc1	0	-6	-4
CCOC(=O)c1c[nH]c2c(F)cc(F)cc2c1=O	13	-10	-5
CC(C)c1ccc2[nH]c(O)c(N=NCc3cc(F)ccc3F)c2c1	11	-6	-13
COc1cc(OC)c(OC)cc1C=CC(=O)N1CCCC1c1ccccc1 (configuration not stated)	-1	-5	-7
Cc1cc(C#N)ccc1S(=O)(=O)Nc1c(C)nn(C)c1Oc1cccnc1	6	-7	-16
CC1CC(=O)N(CCOc2ccc(Cl)cc2)c2ccccc2N1 (configuration not stated)	1	-6	x
C(=Nn1c(-c2ccco2)csc1=Nc1cccnc1)c1ccccn1	1	-8	-5
O=C(NC(N1CCOCC1)C(Cl)(Cl)Cl)c1c(Cl)cccc1Cl (configuration not stated)	2	-4	x
CCOC(=O)N(C)c1c(CC)nc2c(OCc3ccccc3)cccn12	-13	3	0
CCc1nc2n(n1)C(=O)C(C(c1ccc(Br)cc1)N1CCCCC1)S2 (configuration not stated)	7	1	0

Exported with two lines to a compound: entries from further up
The line under a structure holds: NPYLR7 ag	hcGAS lum	mcGAS lum
OCCC1CN(CC2CCCCC2)CCN1CCc1ccccc1 (configuration not stated)
→ 2	-7	x
CN(C)NC(=O)C(NC(=O)c1ccc(N)cc1)C12CC3CC(CC(C3)C1)C2 (configuration not stated)
→ -1	-6	-4
Cc1ccc(NC(=O)C2CCCN2S(=O)(=O)c2c(C)noc2C)cc1C (configuration not stated)
→ -6	-4	x
O=C(CC1COCCN1)NCc1csc2c1CCCC2 (configuration not stated)
→ 29	-1	-19
CCCn1cc(-c2nc(-c3cc(OC)cc(OC)c3)no2)c(=O)c2ccccc21
→ 15	-3	-4
c1ccc(CCOC2CCNCC2)cc1
→ 16	-11	x
COc1ccc(CCN2CC(C(=O)NCc3ccncc3C)CCC2=O)cc1 (configuration not stated)
→ 19	-10	-13
Cc1cc(C)nc(Sc2nnc(C)c3ccccc23)n1
→ 0	-3	-6
Cc1cc(N2CCCC2c2nc3ccccc3s2)n2ncnc2n1 (configuration not stated)
→ 1	0	-3
Oc1ccc(N=Nc2nn[nH]n2)c(O)c1
→ 0	31	x
CCOC(=O)N1CCC(=O)N(CC)C[C@H]2COc3ccccc3[C@H]21
→ 0	9	-1
CC(C)c1cc(C(=O)N2C[C@@H]3[C@H](C2)[C@H]2CC[C@@H]3O2)cs1
→ 20	-4	x
Cc1ccc(Cc2nc(CN(C)[C@@H](C)c3cccc4ccccc34)cs2)cc1
→ 25	-6	-4
COc1ccc(CN2CCNC(=O)C2CC(=O)N2CCCCO2)cc1OC (configuration not stated)
→ -2	-6	x
O=c1cnc2cc(F)c(F)cc2n1CCn1cncn1
→ 0	-4	x

Further compounds follow.
SMILES	NPYLR7 ag	hcGAS lum	mcGAS lum
CCCCC(=O)Nc1oc2c(C)cccc2c(=O)c1-c1ccc2c(c1)OCO2	0	-2	x
CCOC(=O)C(C)Sc1nnc(NC(=O)c2ccc(C(F)(F)F)cc2)s1 (configuration not stated)	5	1	-4
Cc1cc(C)n(C2CCN(C(=O)c3cn4c(n3)CNCC4)C2)n1 (configuration not stated)	4	-6	-12
Cc1ccc(CC(=O)N2CCN(C(=O)NC(C)C)CC2)cc1	9	-9	x
O=C(Nc1cccc(Cl)c1)N1CCCC(OCc2cccc(OC(F)(F)F)c2)C1 (configuration not stated)	2	-7	x
COc1cccc(Cn2c(=O)c(C(=O)NC3CC3)nn(-c3ccc(OC)c(OC)c3)c2=O)c1	-6	5	1
N#Cc1ccsc1NC(=O)CC1(CC(=O)O)CCCC1	1	-4	x
Cn1c(CCC(=O)N2CCC3(CCCO3)CC2)nc2cccnc21	9	-6	-16

Screens (PubChem BioAssay)
